# TrxR1 inh – qHTS Assay for Inhibitors of Mammalian Selenoprotein Thioredoxin Reductase 1 (TrxR1): qHTS | Thioredoxin reductase 1, cytoplasmic (Rattus norvegicus), O89049 | recombinant rTrxR1, NADPH fluorescence consumption, selenite substrate | Potency, µM (series often up to 114 µM), inactives show at the top dose activity change, negative = inhibition, hits mostly inhibitors | 390,000 tested, 1% active | AID 588453, 2011; note: potency is the fitted concentration of half-maximal effect; % is set by controls: 0 for no effect and ±100 for the full control effect; nearly all actives have a fitted effect of over 65% in size
# Target sequence (O89049 whole entry, looked up): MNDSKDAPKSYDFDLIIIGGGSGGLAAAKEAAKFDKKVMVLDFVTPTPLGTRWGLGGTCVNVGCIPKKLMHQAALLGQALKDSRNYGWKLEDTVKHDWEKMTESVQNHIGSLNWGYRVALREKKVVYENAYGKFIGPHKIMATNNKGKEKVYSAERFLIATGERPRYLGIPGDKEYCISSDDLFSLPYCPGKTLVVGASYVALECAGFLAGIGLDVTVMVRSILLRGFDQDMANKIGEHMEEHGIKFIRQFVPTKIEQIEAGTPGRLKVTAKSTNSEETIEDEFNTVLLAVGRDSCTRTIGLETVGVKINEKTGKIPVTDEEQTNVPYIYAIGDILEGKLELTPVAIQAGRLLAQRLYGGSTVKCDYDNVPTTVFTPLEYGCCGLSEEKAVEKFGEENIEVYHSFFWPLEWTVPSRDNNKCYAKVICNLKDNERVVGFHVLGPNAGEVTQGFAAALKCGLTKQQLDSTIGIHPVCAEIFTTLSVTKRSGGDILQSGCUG
#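 Rat TrxR1 (90 nM in the dispensed reagent) was pre-reduced with 400 uM NADPH for 5 min at room temperature, then incubated with compound for 15 min. After 400 uM selenite was added, NADPH fluorescence (Ex 340/Em 450 nm) was followed for 8 min.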
# TRHR agonist – qHTS for Small Molecule Agonists and Allosteric Enhancers of Human TRH Receptor: Primary Screen for Agonists; Thyrotropin-releasing hormone receptor (Homo sapiens), P34981; TRHR cells, calcium flux fluo-8, FDSS agonist mode; activation, % at 2 µM; 360,000 tested, 0.18% active; in the data active = activation above about 30%; note: 0% is about no effect
#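 TRHR-expressing cells loaded with fluo-8 calcium dye; 23 nL library compound pin-transferred, kinetic FDSS fluorescence (Ex 480/Em 530) recorded about 180 s for agonist-induced calcium release, before a 10 nM TRH EC20 addition for potentiator mode.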
# TRHR PAM – qHTS for Small Molecule Agonists and Allosteric Enhancers of Human TRH Receptor: Primary Screen for Enhancers; TRHR cells, fluo-8 calcium fluorescence, EC20 TRH enhancement; enhancement, % at 2 µM; 360,000 tested, 0.66% active; AID 493056, 2011; in the data active = enhancement above about 30%; note: 0% is about no effect
#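 TRHR-expressing cells loaded with fluo-8 calcium dye were read kinetically (ex 480/em 530) during compound addition, then stimulated with an EC20 of TRH (10 nM final). Enhancement of the Gq-mediated intracellular calcium response was scored.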
# USP1-UAF1 inh – Inhibitors of USP1/UAF1: Primary Screen. recombinant USP1/UAF1, Ub-Rhodamine cleavage fluorescence. Ubiquitin carboxyl-terminal hydrolase 1 (Homo sapiens), O94782. 390,000 tested, 0.23% active. Potency, µM (top dose mostly 57.1 µM), for the others: top-dose activity change, negative = inhibition, hits mostly inhibitors. AID 743255, 2014; note: potency is the fitted concentration of half-maximal effect; % is set by controls: 0 for no effect and ±100 for the full control effect; nearly all actives have a fitted effect of over 60% in size; inactives centre near -12
#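 High-throughput fluorogenic screen: 1nM USP1/UAF1 complex, Ub-Rho substrate 150nM final, 50mM HEPES pH 7.8 with 0.5mM EDTA, 0.1 mg/ml BSA, 1mM TCEP and 0.01% Tween-20.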
# IDH1 R132H inh – qHTS for Inhibitors of mutant isocitrate dehydrogenase 1 (IDH1): qHTS | Isocitrate dehydrogenase [NADP] cytoplasmic (Homo sapiens), O75874 | IDH1-R132H enzyme, NADPH consumption, diaphorase/resazurin fluorescence | Potency, µM (titrated, usually from 76.6 µM), without a hit: at the highest dose activity change, negative = inhibition, hits mostly inhibitors | 390,000 tested, 0.093% active; note: potency is the fitted concentration of half-maximal effect; % is set by controls: 0 for no effect and ±100 for the full control effect; nearly all actives have a fitted effect of over 65% in size
#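 IDH1-R132H (0.5 ug/mL dispensed) in pH 7.5 Tris buffer was preincubated 30 min with compound, then given a substrate mix of 0.016 mM NADPH and 2 mM alpha-KG for 80 min at room temperature; remaining NADPH was read by diaphorase/resazurin fluorescence.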
# D2 antagonist – HTS Assay for Allosteric Antagonists of the Human D2 Dopamine Receptor: Primary Screen for Antagonists | D(2) dopamine receptor (Homo sapiens), P14416 | HEK293 TREx D2 cells, calcium flux, dopamine EC80 | inhibition, % at 10 µM | 340,000 tested, 2% active | AID 485344, 2010; in the data active = inhibition above about 30%; note: 0% is about no effect
# Target sequence (P14416 whole entry, looked up): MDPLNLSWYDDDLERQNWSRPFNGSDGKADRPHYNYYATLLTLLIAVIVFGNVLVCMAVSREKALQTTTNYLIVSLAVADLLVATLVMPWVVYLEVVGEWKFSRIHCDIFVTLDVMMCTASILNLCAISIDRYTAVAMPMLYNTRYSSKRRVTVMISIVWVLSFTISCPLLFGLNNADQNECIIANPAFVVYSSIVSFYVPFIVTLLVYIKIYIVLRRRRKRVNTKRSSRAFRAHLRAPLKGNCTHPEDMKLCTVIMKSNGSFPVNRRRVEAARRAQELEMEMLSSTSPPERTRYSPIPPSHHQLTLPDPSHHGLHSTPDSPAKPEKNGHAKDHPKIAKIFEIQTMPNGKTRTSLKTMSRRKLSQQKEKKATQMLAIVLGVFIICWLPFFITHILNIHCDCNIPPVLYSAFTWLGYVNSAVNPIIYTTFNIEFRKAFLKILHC
#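 Dopamine at EC80 is the agonist stimulus; test compounds precede it by 180 s. Calcium flux read kinetically in a force-coupled, inducible HEK293 T-REx D2 cell line.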
# TrxR1 substrate – qHTS Assay for Substrates of Mammalian Selenoprotein Thioredoxin Reductase 1 (TrxR1): qHTS; Thioredoxin reductase 1, cytoplasmic (Rattus norvegicus), O89049; purified TrxR1 substrate turnover, NADPH consumption readout; Potency, µM (highest dose often 114 µM), for inactives: top-dose activity change, negative = substrate turnover; 390,000 tested, 0.01% active; AID 588456, 2011; note: potency is the fitted concentration of half-maximal effect; % is set by controls: 0 for no effect and ±100 for the full control effect; nearly all actives have a fitted effect of over 50% in size
#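 Rat TrxR1, dispensed at 90 nM, was prereduced with 400 uM NADPH (final) for 5 min at ~22 deg C, then incubated with compound 15 min before 400 uM selenite. A first-read NADPH fluorescence drop versus no-compound background flagged substrates.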
# Pin1 inhibitor – qHTS Assay to Find Inhibitors of Pin1; Pin1 FP peptide displacement, HiFluor488, 10 min; Potency, µM (highest dose often 115 µM), without a hit: at the top dose activity, negative = inhibition, actives largely listed as inhibitors; 390,000 tested, 0.009% active; active = well fitted inhibition curve with a large enough effect in the polarisation, with a control signal flat, not every such curve was filed as active; inconclusive = small, poorly fitted or top-dose-only effect, or effect the other way, or a change in a side signal; inactive = no such curve, though single readings can be large or run the other way; the % refers to the polarisation; note: potency is the fitted concentration of half-maximal effect; % is set by controls: 0 for no effect and ±100 for the full control effect
# Target sequence (Q13526 whole entry, looked up): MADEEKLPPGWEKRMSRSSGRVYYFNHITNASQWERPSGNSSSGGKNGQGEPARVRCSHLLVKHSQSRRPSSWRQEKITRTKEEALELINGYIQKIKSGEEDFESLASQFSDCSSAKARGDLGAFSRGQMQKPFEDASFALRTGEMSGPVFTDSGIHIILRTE
# D2 ag – HTS Assay for Allosteric Agonists of the Human D2 Dopamine Receptor: Primary Screen for Agonists | 340,000 tested, 0.53% active | HEK293 T-REx D2 cells, calcium flux agonist mode | activation, % at 2 µM | AID 485358, 2010;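 active = activation over 3 SD above normal in the single-dose calcium agonist read, cut at about 30% in these data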; note: 0% is about no effect
#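 HEK293 Trex D2 cells, tetracycline-induced, o/n 30 C 5% CO2; no-wash Ca dye, RT 30–90 min; 10-cycle baseline, 23 nl cpd added, kinetic Ca read 180 s; agonist hits = positive Ca response.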
# An asterisk follows results filed as active; u = inconclusive; x = no result given; & = joins results of further samples; [ ] = another dose, or the depositor's remark. Unless noted, calls come from the whole dose curve; as a rule, active = well fitted inhibition curve with a large enough effect; inconclusive = small, poorly fitted or top-dose-only effect; inactive = no such curve, though single readings can be large or run the other way. These rows are one share of the data (hit frequency here may not be typical).
SMILES,TrxR1 inh,TRHR agonist,TRHR PAM,USP1-UAF1 inh,IDH1 R132H inh,D2 antagonist,TrxR1 substrate,Pin1 inhibitor,D2 ag
CS(=O)(=O)c1ccc(-c2nnc(NC(=O)c3ccc(S(=O)(=O)N4CCCC4)cc3)o2)cc1,-1%,0.2,10,-15%,1%,7,-15%,-5%,0.1
COC(=O)c1oc2c(c1C)C1(CCC2)SCCS1,22%[57.1 µM],-0.3,-7,-12%,8%,-4,7%,-6%,0.0
CCOC(=O)N1CCN(C(=O)c2cc3ccc(OC)cc3[nH]2)CC1,13%,0.4,-1,-15%,-5%,-1,-5%,-5%,-0.4
Cc1cccc(-c2nc(N)nc(N)n2)c1,23%[57.1 µM],-0.1,-3,u,2%,7,10%[57.1 µM],11%,0.7
CCN(CC(=O)N1CCN(Cc2ccccc2)CC1)S(=O)(=O)c1ccccc1,-5%,1.3,5,-17%,5%,3,-2%,0%,0.9
Cc1ccc(S(=O)(=O)Nc2cc(C(F)(F)F)ccc2N2CCOCC2)c(C)c1,-7%,1.2,3,-9%,2%,10,-20%,2%,0.8
Cn1c(N)c(C(=O)COC(=O)c2ccco2)c(=O)n(C)c1=O,0%[57.1 µM],0.4,0,0%,-4%,-6,10%[57.1 µM],0%,1.1
CC(C)NC(=O)/C(C#N)=C/c1ccc(N(C)C)o1,-39%,11,0,u,4%,-12,-25%[57.1 µM],u,8.1
O=C(O)C1CCCN(S(=O)(=O)c2ccc(-c3ccc(=O)[nH]n3)s2)C1 (stereo not given),9%,0.2,3,-14%,-10%,x,3%,5%,x
O=C(NCCc1ccccc1)C1CCCN1C(=O)Nc1ccccc1 (stereo not given),9%,-0.8,4,-6%,12%,-12,6%,6%,-0.4
Cc1cc(=O)n2nc(-c3ccccc3)sc2c1C#N,12%[57.1 µM],-0.3,-2,2%,-2%,1,11%[57.1 µM],1%,0.7
COc1cccc(NC(=O)Cc2nnc(SCC(=O)NC(C)c3ccccc3)n2C)c1 (stereo not given),-5%,-0.8,5,-15%,0%,2,-5%,-1%,-0.7
COc1ccc(NC(=O)CCn2cccc2)c(OC)c1,9%[57.1 µM],0.1,0,-11%,9%,10,-6%,-14%,0.6
CC(OC(=O)CN1C(=O)NC2(CCCC2)C1=O)C(=O)c1ccc(C(C)(C)C)cc1 (stereo not given),0%,-0.3,4,-19%,4%,-9,-5%,-8%,0.3
O=C(Nc1sccc1C(=O)NCc1ccco1)c1cccnc1,u,0.4,-4,u,0%,-7,-3%,41%[activator],0.4
O=C(O)c1cnc(-c2ccccc2)nc1Sc1ccccc1Cl,13%,0.0,1,-30%,-5%,-15,6%,-5%,0.5
Cc1cccc(Nc2ccc(S(=O)(=O)N3CCOCC3)cc2[N+](=O)[O-])c1,8%,-0.3,-8,-15%,-4%,-33,-8%,2%,-0.4
Cc1nc2cc(NC(=O)c3ccc([N+](=O)[O-])s3)ccc2s1,-3%,0.5,2,-18%,7%,7,0%,57%[activator],0.0
CN(C)S(=O)(=O)c1ccc(C(=O)OCc2ccc([N+](=O)[O-])cc2)cc1,6%,-0.4,10,-8%,-13%,-13,-5%,9%,1.9
O=C(NCc1ccccc1F)C1CCCN(S(=O)(=O)c2ccc(-n3cnnn3)cc2)C1 (stereo not given),27%[0.0914 µM],0.4,-9,-10%,12%,-17,1%[57.1 µM],18%,1.1
O=c1cc(CSc2nnnn2-c2ccccc2)[nH]c2[nH]n(-c3ccccc3)c(=O)c12,-7%[57.1 µM],0.1,-1,-17%,7%,1,-4%[57.1 µM],1%,-0.3
COCCn1nnnc1C(c1ccc(OC)c(OC)c1)N1CCc2ccccc21 (stereo not given),6%,-0.4,0,-10%,-2%,0,2%,7%,-0.3
COc1ccc(Cl)cc1N1C(=N)SCC1=O,15%[57.1 µM],0.2,-4,-14%,-2%,-1,3%,0%,0.5
COc1cccc(NC(=O)COC(=O)c2ccc3c(c2)OCO3)c1,5%[57.1 µM],0.3,-1,-9%,1%,-20,-3%,0%,-1.3
CCC(CC)NC(=O)c1cccc(Oc2ccccc2)c1,20%[57.1 µM],-1.5,-2,-23%,7%,9,-12%[57.1 µM],5%,-0.7

# Some of these compounds in order of their number in USP1-UAF1 inh, smallest number first:
smiles | USP1-UAF1 inh
CC(OC(=O)CN1C(=O)NC2(CCCC2)C1=O)C(=O)c1ccc(C(C)(C)C)cc1 (stereo not given) | -19%
Cc1cccc(Nc2ccc(S(=O)(=O)N3CCOCC3)cc2[N+](=O)[O-])c1 | -15%
COc1ccc(Cl)cc1N1C(=N)SCC1=O | -14%

# (listing goes on)
SMILES,TrxR1 inh,TRHR agonist,TRHR PAM,USP1-UAF1 inh,IDH1 R132H inh,D2 antagonist,TrxR1 substrate,Pin1 inhibitor,D2 ag
Cc1ccc(C)c(N2CCN(C(=O)CCCn3c(=O)c4cccn4c4cccnc43)CC2)c1,23%,-0.6,-5,-25%,0%,3,10%,6%,-0.8
CC1CN(S(=O)(=O)c2cccc(C(=O)OC/C(O)=C(\C#N)c3nc4ccccc4[nH]3)c2)CC(C)O1 (stereo not given),-1%,0.0,0,-13%,-2%,-9,-2%,u,-0.4
CCOc1ccc(CNC(=O)c2cnc3sc(N(CC)CC)nn3c2=O)cc1,27%[57.1 µM],-0.3,6,-17%,8%,x,44%[activator][57.1 µM],1%,0.1
Cc1ccccc1OCc1nnc(SCc2cc(=O)[nH]c3ccccc23)o1,22%,0.5,4,2%,3%,24,7%,0%,-1.0
COc1ccc(-c2noc(-c3cccs3)n2)cc1OC,-96%,-0.3,2,3%,13%,-7,12%[57.1 µM],-1%,11
CCCCc1nn2c(=O)cc(COC(=O)C3CCCCC3)nc2s1,8%[57.1 µM],-0.3,-6,-9%,4%,x,-1%[57.1 µM],-2%,1.1
CC12CCC(C(=O)N3CCCCC3)(CC1=O)C2(C)C (stereo not given),6%[57.1 µM],0.7,-1,-15%,0%,0,8%[57.1 µM],-4%,0.6
Cc1cc(C(F)F)nn1CC(=O)NC1CCCC1,17%,0.0,0,-15%,1%,-7,2%[57.1 µM],0%,2.0
CN1CCN(CCCCOc2ccc(F)cc2)CC1,7%[57.1 µM],-0.4,-8,-7%,6%,-8,-4%[57.1 µM],-3%,0.3
C/C(CC(=O)Nc1ccc([N+](=O)[O-])cc1)=N/NC(=O)C1C2CCCCC21 (stereo not given),-8%,-0.2,0,-4%,-3%,9,-7%,3%,-0.4
O=C(Nc1ccc(OC(F)(F)F)cc1)N1CCN(c2ccnc3cc(Cl)ccc23)CC1,24%,0.2,4,-10%,-13%,1,2%,-1%,-0.8
COc1ccc(C(=O)Nc2cc3c(cc2N2CCCC2)n(C)c(=O)c(=O)n3C)cc1OC,-12%,0.1,-2,-24%,6%,x,61%[activator],0%,-2.4
Cc1ccc(C(=O)NC(=S)Nc2ccc(N3CCOCC3)cc2)c(C)c1,u,0.4,5,-15%,-11%,9,-5%,5%,0.9
CNc1cc(=O)n(C)c(=O)n1-c1ccccc1,31%,x,x,0%,1%,x,2%,-15%,x
COc1ccc(S(=O)(=O)/N=C2/NC(=O)/C(=C\c3cc(OC)c(OC)cc3[N+](=O)[O-])S2)cc1,-7%,-0.3,-6,-24%,0%,2,-2%,-15%,-0.4
Cc1ccccc1OCC(=O)NNC(=O)CSc1nc(N)cc(N)n1,12%[57.1 µM],0.4,4,-18%,0%,-1,5%[57.1 µM],-8%,-0.4
COc1ccc(CCN2C(=O)c3ccccc3NC2c2cc(Cl)c(O)c(OC)c2)cc1 (stereo not given),16%,-2.3,0,-17%,0%,8,41%[activator],8%,-0.6
Cc1cccnc1NC(=O)/C=C/c1ccc2c(c1)OCO2,-10%,0.9,-8,-17%,2%,3,4%,-3%,-0.3
COc1ccccc1N1CCN(S(=O)(=O)c2ccc(F)c(C(=O)Nc3ccc(Cl)cc3C(F)(F)F)c2)CC1,9%[57.1 µM],2.1,7,-18%,10%,x,-1%[57.1 µM],1%,1.9
CCOC(=O)c1c(NC(=S)Nc2ccccc2)sc2c1CCN(CCc1ccccc1)C2,x,12,-5,x,x,-5,x,x,1.1
Cc1cc(C(=O)NNC(=O)c2ccc(F)cc2)c(C)s1,17%,x,x,-2%,4%,x,8%[57.1 µM],4%,x
CS(=O)(=O)N1CCN=C1SCc1ccc(F)cc1,17%,0.0,-2,-20%,6%,20,2%,-1%,0.0
O=C(O)CCC(=O)Nc1nc2ccccc2s1,14%,0.2,-7,-8%,2%,8,5%,-3%,-1.2
O=C(N/N=C(\Cc1ncc[nH]1)c1ccccc1)c1cccnc1,22%[57.1 µM],0.5,-2,-17%,6%,-9,4%[57.1 µM],-6%,0.3
CC1(C)Cc2c(c(N3CCOCC3)nc3sc(C(=O)Nc4ccc(Cl)cc4)c(N)c23)CO1,12%&23%,0.3&-0.3,-2&16,-12%&1%,-25%&-5%,2,12%&45%,2%&-1%,1.2&0.3
CCOC(=O)N1CCN(C(=O)c2cnn3ccccc23)CC1,-13%,0.0,3,-14%,9%,-2,5%,2%,-0.3
CCn1c(=O)c2cc(C(=O)NCCCN3CCN(C)CC3)sc2c2ccccc21,32%,0.7,26,-6%,-4%,x,20%,-9%,1.1

# Screening data: PubChem BioAssay, National Center for Advancing Translational Sciences (NCATS)
